Source: PubChem BioAssay (Sanford-Burnham Center for Chemical Genomics)
697 NFkB inh: inhibitors of PMA/ionomycin-induced NF-kB reporter, 697 cells, primary screen, B-cell NF-kB inhibitor project, cell-based, luminescence, uHTS; 697 B-cell NF-kB luciferase reporter, 16 h; inhibition, % at 4 µM; actives 0.33% (n = 330,000); in the data active = inhibition above about 35%
CHOP UPR activ: activators of apoptotic CHOP UPR arm, primary screen, cell-based, CHO-CHOP luciferase reporter, luminescence, uHTS | actives 0.34% (n = 330,000) | AID 449763, 2010 | activation, % at 10 µM | UPR activation; percent of tunicamycin response over DMSO baseline;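 active = at 10 µM dose, activation of 40% or more, normalized to positive control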;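 also: 100% = tunicamycin at 10 µg/mL and 0% = DMSO alone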
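Test system: CHO-CHOP cells, stable luciferase reporter of PERK-eIF2a-CHOP signalling | Quantity: 500 CHO-CHOP cells per well | Buffer or medium: F12 plus 10% serum | Compound dosing: 10 µM single point, 0.5% DMSO | Schedule: 6 h compound treatment, 37 °C | Signal: Luciferase luminescence | Control set: Tunicamycin high control, DMSO low control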
XBP1 UPR activ: activators of adaptive XBP1 UPR arm, primary screen, cell-based, CHO-XBP1 luciferase reporter, luminescence, uHTS; IRE1-XBP1 UPR activation; percent of tunicamycin response, DMSO as zero; activation, % at 20 µM; actives 0.33% (n = 330,000);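 active = versus positive control, 20 µM dose yields 30% or more activation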;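 also: 100% = tunicamycin at 10 µg/mL and 0% = DMSO only wells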
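Material: CHO-XBP1 cells stably carrying IRE1-XBP1-driven luciferase reporter / Amount: 1000 cells per well / Compound: 20 µM, 1% DMSO / Times: 6 h treatment, 37 °C / Detection: luciferase luminescence / Measure: % activation of reporter signal versus tunicamycin and DMSO controls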
CXCR6 inh: CXCR6 receptor inhibitors, primary screen, cell-based, beta-arrestin, luminescence, CHO-K1 PathHunter, 1536-well; actives 0.36% (n = 360,000); inhibition, % at 20 µM; AID 602244, 2012; C-X-C chemokine receptor type 6 (Homo sapiens), O00574; in the data active = inhibition above about 34%, passing the limit was not always enough;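 also: antagonist mode with CXCL16 agonist at 10 nM final; 0% = 10 nM CXCL16 with DMSO and 100% = unstimulated wells without agonist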
Target sequence (O00574 whole entry, looked up): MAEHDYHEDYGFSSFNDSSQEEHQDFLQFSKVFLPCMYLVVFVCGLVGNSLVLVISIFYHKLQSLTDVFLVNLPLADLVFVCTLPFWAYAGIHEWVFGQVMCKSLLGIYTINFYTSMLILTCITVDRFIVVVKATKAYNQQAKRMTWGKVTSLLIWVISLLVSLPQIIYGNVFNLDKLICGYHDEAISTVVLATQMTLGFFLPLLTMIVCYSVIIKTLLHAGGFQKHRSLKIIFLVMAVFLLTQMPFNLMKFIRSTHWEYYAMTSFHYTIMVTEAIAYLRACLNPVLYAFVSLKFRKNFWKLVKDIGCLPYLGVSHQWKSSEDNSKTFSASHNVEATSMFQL
EBI2 antag: EBI2 receptor antagonists, beta-arrestin recruitment, primary screen, cell-based, luminescence, 7a,25-OHC stimulation, uHTS | 7a,25-OHC stimulated | inhibition, % at 5 µM | actives 0.81% (n = 360,000) | AID 651636, 2012; in the data active = inhibition above about 38%;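 also: enzyme fragment complementation signal reports receptor beta-arrestin coupling in cells; 0% = agonist plus DMSO wells and 100% = wells without agonist; some results beyond the cut were filed as inactive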
Target sequence (P32249 whole entry, looked up, the tested form may be a part): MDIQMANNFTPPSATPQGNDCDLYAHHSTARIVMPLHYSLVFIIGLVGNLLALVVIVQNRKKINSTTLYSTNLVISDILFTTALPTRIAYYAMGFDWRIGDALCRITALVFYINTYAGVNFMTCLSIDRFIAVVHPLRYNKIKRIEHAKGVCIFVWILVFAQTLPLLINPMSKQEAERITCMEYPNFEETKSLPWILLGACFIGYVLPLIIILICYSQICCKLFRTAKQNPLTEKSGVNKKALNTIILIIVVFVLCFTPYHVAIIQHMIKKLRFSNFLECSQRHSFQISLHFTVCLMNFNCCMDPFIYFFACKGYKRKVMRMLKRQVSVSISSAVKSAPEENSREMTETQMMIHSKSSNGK
Mdm2 MdmX PPI: inhibitors of human Mdm2-MdmX association, primary screen, cell-based, luminescence, split luciferase, SaOS-2, uHTS | inhibition, % at 8 µM | actives 3% (n = 330,000) | Protein Mdm4 (Homo sapiens) + E3 ubiquitin-protein ligase Mdm2 (Homo sapiens), … | AID 485346, 2010 | SaOS-2 split-luciferase Mdm2/MdmX complementation;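 active = inhibition of at least 50% at 8 µM in the primary screen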
CCR6 antagonist: CCR6 receptor antagonists, primary screen, cell-based, CHO-K1, luminescence, beta-arrestin, uHTS; CHO-K1 CCR6 PathHunter beta-arrestin, CCL20-stimulated; inhibition, % at 20 µM; AID 493098, 2011; actives 0.49% (n = 340,000); C-C chemokine receptor type 6 (Homo sapiens), P51684;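 active = compounds whose inhibition of the agonist-driven luminescence signal at 20 µM reaches about 50%, limit read from the data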;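 also: cells stimulated with CCL20 at 14 nM final; plate controls were DMSO with CCL20 for no effect and DMSO without agonist for full effect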
Target sequence (P51684 whole entry, looked up): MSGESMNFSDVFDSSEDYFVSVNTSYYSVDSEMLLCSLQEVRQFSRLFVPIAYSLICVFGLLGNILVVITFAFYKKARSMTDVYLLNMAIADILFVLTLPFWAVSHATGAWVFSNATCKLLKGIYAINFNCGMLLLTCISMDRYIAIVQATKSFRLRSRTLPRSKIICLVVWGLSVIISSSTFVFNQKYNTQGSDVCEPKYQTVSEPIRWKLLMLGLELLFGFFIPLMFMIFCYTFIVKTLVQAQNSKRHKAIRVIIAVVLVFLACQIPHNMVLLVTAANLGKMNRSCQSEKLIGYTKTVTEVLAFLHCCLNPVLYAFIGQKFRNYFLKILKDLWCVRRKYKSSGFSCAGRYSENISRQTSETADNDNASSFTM
Jurkat NFkB inh: inhibitors of induced NF-kB luciferase reporter, primary screen, TCR NF-kB activation inhibitor project, cell-based, luminescence, uHTS; Jurkat, PMA/ionomycin-induced NF-kB luciferase reporter; inhibition, % at 4 µM; actives 0.53% (n = 330,000); in the data active = inhibition above about 50%
Gli-Sufu block: Gli-Sufu pathway antagonists, primary screen, luciferase luminescence, Sufu-KO-LIGHT cells, uHTS; actives 0.74% (n = 340,000); Sufu-KO-LIGHT fibroblasts, Gli luciferase reporter luminescence; inhibition, % at 5 µM; AID 588413, 2011;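 active = inhibition above about 55%, limit read from the data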;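 also: 0% = DMSO-treated cells and 100% = wells with medium but no cells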
* = called active by the depositor; · = not tested or not shown.

SMILES	697 NFkB inh	CHOP UPR activ	XBP1 UPR activ	CXCR6 inh	EBI2 antag	Mdm2 MdmX PPI	CCR6 antagonist	Jurkat NFkB inh	Gli-Sufu block
O=C(NC1CCCC1)C1CCN(S(=O)(=O)c2ccccc2)CC1	10	0.5	2	-19	-7	21	18	12	-31
COc1ccc(OCc2cc(C(=O)NC(C)c3cnn(C)c3)no2)c(Cl)c1 (configuration not stated)	-53	8.8	2	0	9	-28	12	-34	-24
CC(C)Nc1nc(NC(C)C)nc(Oc2ccc(=O)n(C)n2)n1	30	1.3	-3	4	-6	28	3	-17	2
COc1ccccc1C(=O)NC(=O)COC(=O)c1ccc(NC(=O)CC#N)cc1	-8	-0.9	-3	0	-2	23	9	-1	-2
COc1ccc(NC(=O)Cn2c(=O)cnc3ccccc32)cc1S(=O)(=O)N1CCCCC1	12	-0.4	-1	-2	-12	21	-1	13	-4
O=C(COc1ccc([N+](=O)[O-])cc1)N1CCc2ccccc2C1	-5	0.5	-5	-5	12	-17	1	-6	14
COc1ccc(CCNC(=O)CCN2C(=O)c3ccccc3C2=O)cc1OC	-4	3.0	0	·	·	14	·	4	·
Cc1cc(NC(=O)c2cc([N+](=O)[O-])cc([N+](=O)[O-])c2)n(-c2ccccc2)n1	·	·	·	8	-1	·	23	·	-10
O=C(N/N=C/c1cccnc1)c1ccccc1	-45	1.9	4	-1	-5	-39	2	-17	1
CC(=O)OC1C(=O)N(Cc2ccccc2)C1c1ccc(C)cc1 (configuration not stated)	·	·	·	-3	-1	·	-3	·	-10
CCN(CC(=O)Nc1c(F)cccc1F)C(=O)c1cccnc1SC	-2	1.7	-1	-8	0	-11	-11	16	-1
CCOC(=O)c1cnn(C(=O)c2ccccc2)c1N	·	·	·	2	8	·	13	·	-1
O=C(Nc1ccc(F)cc1)C1CCCN(S(=O)(=O)c2ccc3[nH]c(=O)ccc3c2)C1 (configuration not stated)	15	3.0	0	-8	-3	2	-4	7	-18
Cc1cccc(Nc2nc(-c3ccncc3)cs2)c1	-18	8.3	13	-6	34	4	-25	-72	-6
COCCOC(=O)C1=C(C)N(Cc2ccccc2)C(=O)NC1c1cccc(OC)c1OC (configuration not stated)	5	-2.2	-1	0	-6	12	-3	-20	1
COc1cc(C(=O)NC(C)c2ccccc2)ccc1OCC(=O)N1CCOCC1 (configuration not stated)	15	-1.0	-1	4	11	2	7	0	-10
COc1cccc(NS(=O)(=O)CC23CCC(CC2=O)C3(C)C)c1 (configuration not stated)	-5	0.5	0	2	10	-11	-2	0	1
O=Cc1cccn1-c1ccc(O)cc1	11	-0.8	1	11	-10	15	9	25	1
COCC(C)OC(=O)c1c(N)n(CCCN2CCOCC2)c2nc3ccccc3nc12 (configuration not stated)	-2	-0.4	-2	6	-6	-11	-5	-15	5
O=C(NCc1nc2ccccc2[nH]1)C1=C[C@H](c2ccc(Br)cc2)C[C@H](OCc2ccc(CO)cc2)O1	6	2.1	3	4	-6	22	8	0	9
NC(=O)c1ccc(N2CCN(S(=O)(=O)c3ccccc3)CC2)c([N+](=O)[O-])c1	7	1.5	7	12	10	-2	5	49	56*
CCC(C)N1CCC(Oc2ccc(C(=O)NCc3ccccn3)cc2)CC1 (configuration not stated)	-49	-0.7	-4	-4	-1	5	8	-46	12
Cn1c(=O)c2c(ncn2CC(=O)N2CCN(c3ccccc3)CC2)n(C)c1=O	8	-2.3	-2	1	-16	12	1	6	1
COc1ccccc1N1CCN(S(=O)(=O)/C=C/c2ccccc2)CC1	-22	-1.7	0	-5	9	-9	30	5	4
CC(C)OCCCNC(=O)c1cc(Sc2ccc(F)cc2)nc2ccccc12	-15	-0.6	-2	-11	0	2	12	1	4
Cc1cc(CNC(=O)Cc2ccc(F)cc2)c2ccccc2n1	10	-0.1	-1	2	-5	3	-1	19	-5
Cc1ccccc1CC1(CO)CCCN(Cc2ccccc2Cl)C1 (configuration not stated)	-1	0.6	-2	8	-4	-11	14	1	12
CCOC(=O)c1c(NC(=O)CSc2nnnn2-c2ccccc2)sc2c1CC(C)(C)NC2(C)C	-60	2.9	-5	14	3	55*	22	-17	26
CC(=O)c1cccc(NC(=O)CN2C(=O)NC(C)(C)C2=O)c1	3	-1.1	-3	4	2	22	-3	6	-6
O=C1CC[C@@H](CN(Cc2ccccn2)Cc2nc(Cc3ccccc3)no2)N1	10	-2.3	-4	2	9	12	4	-17	7
COc1cc(OC)c(OC)cc1/C=N/NC(=O)CSc1ccccc1F	4	1.8	2	-5	2	29	6	-6	-9
CCn1c(SCC(=O)NCCc2ccc(Cl)cc2)nnc1-c1cccs1	-5	-0.9	-1	8	64*	8	-4	-14	1
O=C(NCCCN1CCc2ccccc2C1)C1CCN(c2nnc(-n3cccc3)s2)CC1	4	0.3	-4	2	13	9	11	4	-3
O=C(COc1cccc2cccnc12)NNC(=O)Nc1ccccc1	6	2.6	-2	-4	-5	-22	8	5	1
O=C(O)COc1ccccc1/C=N/NC(=O)CSc1nc2ccccc2n1Cc1ccc(Cl)cc1	13	0.1	-1	8	-3	17	0	1	-20
CCCN(CCC)CCCNC(=O)C1CCN(S(=O)(=O)c2cccc3nsnc23)CC1	-19	0.8	-3	0	0	-7	-1	-4	-3
CCN(CC(=O)Nc1ccc2c(c1)OCCO2)C(=O)CC(NC(C)=O)c1ccccc1 (configuration not stated)	4	-0.5	-3	-4	9	23	10	28	-11
COc1ccccc1NC(=S)N(CCCN1CCOCC1)Cc1ccccn1	-38	2.5	-1	-6	-5	-29	0	9	3
NC(=S)NC(=O)c1ccccc1	-2	0.7	6	6	0	-4	21	-11	24
CCOc1cc(S(=O)(=O)n2nc(C)cc2C)ccc1Br	-6	-2.1	-1	-2	-6	-18	13	-9	1
CCCCNC(=O)CCCn1c(=S)[nH]c2cc3c(cc2c1=O)OCO3	17	-0.4	2	-14	-15	13	7	6	-6
CO/N=C/c1cccn1-c1nccc(N(C)C)c1C#N	8	0.3	-4	-2	-5	-17	3	1	8
COC(CCN(C)C)(c1ccccc1)c1ccccc1	-11	-1.2	-1	-9	-2	-3	-7	-10	7
CC(C)CC(=O)N1CCN(c2ccc(NC(=O)c3ccco3)cc2)CC1	11	0.9	-8	0	-7	6	8	15	-3
Cc1cc(NC(=O)COc2cccc3cccnc23)no1	1	3.1	0	·	·	17	·	-46	·
CCC(C)(C)n1nnnc1C(c1cc2cc(C)ccc2[nH]c1=O)N1CCCC1 (configuration not stated)	15	1.7	-3	1	-5	-7	-3	11	1
Cc1cc(C)n2nc(C(=O)OCC(=O)N(C)C3CCCCC3)nc2n1	10	2.7	0	9	0	13	7	8	-2
CCc1nnc(SCC(=O)Nc2nc(C)c(C(=O)N(C)C)s2)n1CC	-1	-0.3	-3	-10	0	11	8	-4	-1
CC(=O)NS(=O)(=O)c1ccc(NC(=O)NC2CCCCC2)cc1	7	1.0	3	3	-7	11	-17	16	4
CON(C)S(=O)(=O)c1cccc(C(=O)NC2CCSc3ccccc32)c1 (configuration not stated)	6	-0.1	1	-24	0	-7	6	13	22
O=C(/C=C/c1ccccc1)N1CCN(c2cccc(Cl)n2)CC1	17	1.1	0	2	91*	-8	10	5	2
CCOC(=O)NNC1CC(=O)N(c2ccc(OC)cc2)C1=O (configuration not stated)	-1	-1.4	1	-2	-6	17	3	-4	1
OCC1C2c3ccccc3C(c3ccccc32)C1CO (configuration not stated)	-47	-1.2	2	-1	-6	-11	6	-21	-1
O=S(=O)(/N=C(/c1ccccc1)N1CCOCC1)c1ccc(Br)cc1	7	-0.5	-8	6	-3	4	-7	5	9
Cc1ccc(-c2nc(=S)c3c(n2CC2CCCO2)CC(C)(C)OC3)cc1 (configuration not stated)	11	0.2	-2	3	-1	12	2	4	4
O=C(CC1CCCCC1)c1c(O)c2ccccc2oc1=O	21	2.6	11	3	1	3	-21	-3	-2
O=S(=O)(c1ccc(OCC(O)CN2CCN(c3ccccc3)CC2)cc1)N1CCOCC1 (configuration not stated)	-8	0.7	0	-5	-22	2	2	-2	-18
COc1ccc(OCC(=O)Nc2cc(C)c(Cl)cc2OC)c([N+](=O)[O-])c1	-67	4.3	0	2	-9	4	-13	-38	-32
O=C(Nc1cccc([N+](=O)[O-])c1)NC1CCCCCCC1	-78	6.0	2	-5	17	-43	23	-70	-57
Cc1cc(N2CCN(C)CC2)nc2ccc(NC(=O)CCC(=O)NCCc3ccc(Cl)cc3)cc12	-6	2.9	-2	14	2	19	15	-2	4
Remaining list, next part
SMILES	697 NFkB inh	CHOP UPR activ	XBP1 UPR activ	CXCR6 inh	EBI2 antag	Mdm2 MdmX PPI	CCR6 antagonist	Jurkat NFkB inh	Gli-Sufu block
COc1cc(/C=C2\SC(=S)N(c3cccnc3)C2=O)ccc1O	-18	1.0	-1	65*	6	12	75*	-10	3
CCCC1(CCC)C(=O)NC(=NCCc2ccc(OC)c(OC)c2)NC1=O	5	0.6	2	1	-5	9	10	3	-4
Cc1ccc(C(=O)O)cc1NC(=S)NCCc1ccccc1	1	0.2	-3	0	-10	-6	-5	5	9
O=C(NN=C1CCCC1)C(=O)Nc1cccc(C(F)(F)F)c1	-1	1.0	0	6	-6	9	-8	0	1
CCOc1cc(NCCN2CCOCC2)c([N+](=O)[O-])cc1OCC	11	0.2	-4	6	2	8	16	-8	-13
O=C(/C=C/c1ccccc1)NC(=S)Nc1ccccc1	-32	3.9	5	-2	-13	9	-2	-7	-12
CCOC(=O)Nc1ccc(S(=O)(=O)NCc2ccccc2)cc1	-27	-0.4	-4	-15	-1	39	-6	13	1
O=C(NCCN1CCOCC1)Nc1ccc(Cl)cc1Cl	1	0.6	-2	-1	-6	11	11	1	0
CSc1ncccc1C(=O)Nc1nc2ccc(S(C)(=O)=O)cc2s1	-2	3.9	3	6	0	1	3	-6	-5
O=C(CC1S/C(=N/N=C/c2c[nH]c3ccccc23)NC1=O)Nc1ccccc1 (configuration not stated)	-1	-0.7	-3	-7	4	28	7	9	-12

Rewritten in markdown: entries from further up
| SMILES | 697 NFkB inh | CHOP UPR activ | XBP1 UPR activ | CXCR6 inh | EBI2 antag | Mdm2 MdmX PPI | CCR6 antagonist | Jurkat NFkB inh | Gli-Sufu block |
| --- | --- | --- | --- | --- | --- | --- | --- | --- | --- |
| CCOC(=O)NNC1CC(=O)N(c2ccc(OC)cc2)C1=O (configuration not stated) | -1 | -1.4 | 1 | -2 | -6 | 17 | 3 | -4 | 1 |
| COc1cccc(NS(=O)(=O)CC23CCC(CC2=O)C3(C)C)c1 (configuration not stated) | -5 | 0.5 | 0 | 2 | 10 | -11 | -2 | 0 | 1 |
| COc1cc(/C=C2\SC(=S)N(c3cccnc3)C2=O)ccc1O | -18 | 1.0 | -1 | 65* | 6 | 12 | 75* | -10 | 3 |
